Screening data as filed in PubChem BioAssay.
Lipid droplet: hepatic lipid droplet formation modulation; inhibition, % at 6.5 µM; AML12 mouse hepatocytes, oleate lipid droplets, BODIPY imaging; 0.4% of 240,000 active;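 active = lipid droplet intensity inhibited by at least 50%, with more than 500 cells counted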
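Assay system: AML12 hepatocytes (mouse) / Also added: 100 µM oleic acid challenge / Times: overnight treatment with compound plus oleate / Detection: high-content imaging of BODIPY-stained droplets and DAPI nuclei / Evaluation: % inhibition of lipid droplet signal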
P. falciparum M1AAP: malaria alanyl aminopeptidase activity blockers – biochemical, fluorogenic H-Leu-NHMec substrate, 1536-well (AID 1445) | recombinant M1AAP, H-Leu-NHMec fluorogenic kinetic assay; higher % means a stronger effect | one-dose inhibition, % at 30 µM; IC50 in µM for titrated hits | 0.42% of 220,000 active;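 active = primary inhibition above the hit cutoff, then over 50% inhibition at one or more dose response concentrations, cut at about 23% in these data, passing the limit was not always enough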;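 note: plate controls were DMSO full reaction for no effect and no enzyme background for full effect; strong numbers were not always called active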
PMI inhibition: human PMI inhibitors, high substrate, primary screen, biochemical, fluorescence intensity, high mannose 6-phosphate (AID 1220). recombinant PMI enzyme, coupled fluorescence intensity; higher % means a stronger effect. one-dose inhibition, % at 20 µM; IC50 in µM for titrated hits. 0.66% of 190,000 active
Siah-1 displacement: Siah-1 peptide-binding antagonists, primary screen, biochemical, fluorescence polarization, rhodamine-plectin, uHTS (AID 1817). Siah-1 / rhodamine-plectin peptide fluorescence polarization; higher % means a stronger effect. one-dose displacement, % at 20 µM; IC50 in µM for titrated hits. 0.02% of 290,000 active;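 active = displacement of at least 50% at 20 µM, with a fluorescence ratio check between 0.3 and a set limit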;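 note: plate controls were Siah plus tracer with DMSO for no effect and tracer alone without Siah for full effect; strong numbers were not always called active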
XIAP antagonists: XIAP antagonists, biochemical, IAP family, fluorescence polarization (AID 1018); displacement, % at 20 µM; hits with a dose series show IC50 in µM; 0.007% of 200,000 active; XIAP BIR domain, fluorescence polarization peptide displacement; higher % means a stronger effect; in the data active = displacement above about 50%; note: a part of the inactive calls stands beside numbers as strong as those of hits
human PMI inhibition: MPI enzyme activity inhibition – biochemical, fluorescence intensity, coupled assay, primary screen (AID 1209). purified PMI enzyme, coupled fluorescence intensity; higher % means a stronger effect. one-dose inhibition, % at 20 µM; IC50 in µM for titrated hits. 0.42% of 190,000 active;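 note: plate controls were DMSO vehicle for no effect and wells lacking substrate for full effect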
M17LAP inhibition: P. falciparum M17LAP inhibitors, primary screen, biochemical, fluorogenic H-Leu-NHMec substrate, 1536-well (AID 1619); one-dose inhibition, % at 30 µM; IC50 in µM for titrated hits; recombinant M17LAP, H-Leu-NHMec fluorogenic kinetic assay; higher % means a stronger effect; 0.38% of 220,000 active;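 active = compound inhibiting the enzyme by more than half at any dose during confirmatory dose-response retesting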;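 note: plate controls were full reaction with DMSO carrier for no effect and no enzyme background for full effect; strong numbers were not always called active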
K1F lysis inhibition: inhibition of K1F phage lysis, E. coli UTI89, bacterial capsule biogenesis inhibitors, alamar blue (AID 488966); E. coli UTI89 K1F phage lysis, alamar blue, 2 h; higher % means a stronger effect; inhibition, % at 100 µM, or IC50 in µM where a hit was titrated; 0.02% of 340,000 active;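 active = phage lysis inhibition, versus mean bacterial control, above a set limit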;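 note: capsule biogenesis inhibitors block K1F phage lysis so surviving cells raise fluorescence; higher fluorescence means more inhibition of phage lysis; actives were called in the ten point dose series up to 300 µM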
TNAP activation fold: stimulation of alkaline phosphatase TNAP activity – biochemical, luminescent, no phosphate acceptor, uHTS, primary screen (AID 1001); purified TNAP, luminescent activation assay, no phosphate acceptor; higher activation fold means a stronger effect; activation fold at 20 µM, or EC50 in µM where a hit was titrated; 0.03% of 200,000 active; in the data active = activation fold from about 3, or a potency from the dose series; inactive = the rest, 99 in 100 with activation fold below about 1.6; note: many of its hits are not listed in these tables
Lipid droplet cells 6.5 µM: recorded beside Lipid droplet, whose call it bears; cell count; measured here: cell count, cytotoxicity flag;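 cells counted across two imaged fields per well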
The depositor's hits bear a star; nt = not tested or not shown; & = joins results of further samples; [ ] = remark or other dose. Cut-off read from the data, not from the text of the source, unless noted: active = inhibition above about 50%; inactive = the rest. Not a hit list (roughly 1.9% active in at least one column).

SMILES	Lipid droplet	Lipid droplet cells 6.5 µM	P. falciparum M1AAP	PMI inhibition	Siah-1 displacement	XIAP antagonists	human PMI inhibition	M17LAP inhibition	K1F lysis inhibition	TNAP activation fold
CCOc1ccc(-c2nc(-c3cccnc3)no2)cc1OCC	14	791	5%	1%	-2%	-1.0%	1%	-4%	0.1%	1.1
O=C(CN1C(=O)CCC1=O)Nc1ccc(S(=O)(=O)N2CCOCC2)cc1	-16	718	-4%	-4%	20%	-1.9%	1%	-3%	-0.3%	1.1
Cc1c(C(=O)NNc2cc(=O)n(C)c(=O)n2C)cccc1[N+](=O)[O-]	-7	717	-2%	11%	2%	-8.0%	4%	1%	1.4%	1.1
O=c1ccc(-c2ccccc2)n[nH]1	8	700	0%	3%	2%	-4.9%	3%	-2%	-0.2%[50 µM]	1.1
COC(=O)Cc1ccc(NC(=S)Nc2ccc(N3CCOCC3)cc2)cc1	nt	nt	6%	24%	-5%	-3.2%	3%	3%	0.2%	1
CC1Cc2ccccc2N1C(=O)CCN1C(=O)C2C3C=CC(C3)C2C1=O (stereo not given)	nt	nt	0%	15%	3%	-5.1%	3%	26%	-1.9%	1.1
CCCNS(=O)(=O)c1ccc(CCC(=O)NCC2CCCO2)cc1 (stereo not given)	-8	704	6%	12%	1%	-3.7%	9%	-2%	0.6%	1
COc1ccc(S(=O)(=O)N(CC(=O)Nc2cccnc2)c2ccccc2OC)cc1	4	840	3%	1%	-2%	-9.0%	-1%	-3%	1.9%	1.1
O=C1C2C3C=CC(CC3)C2C(=O)N1/N=C/c1ccc(O)cc1 (stereo not given)	nt	nt	6%	17%	3%	-14%	13%	12%	2.6%	1.1
CCNC(=S)NN=C1c2ccccc2-c2ccccc21	-3	706	6%	-7%	-2%	-7.8%	-10%	5%	0.3%	1
COC(=O)c1ccc(CN2CCN(CCc3ccccc3)C(CCO)C2)cc1 (stereo not given)	-16	679	4%	-5%	-1%	0.1%	0%	-3%	0.3%	1.1
COC(=O)COc1ccc(S(=O)(=O)N2CCN(c3ccccc3F)CC2)cc1	nt	nt	2%	10%	-4%	-4.5%	10%	9%	2.1%	1
CSc1nc(N(CCO)CCO)c2sc3nc(-c4ccco4)c4c(c3c2n1)CCC4	-10	702	27%*	-39%	-3%	-12%	-16%	14%	-0.5%	1
Cc1cccc(C(=O)N2CCC(c3nc(-c4ccc(S(=O)(=O)N5CCOCC5)cc4)no3)CC2)c1	nt	nt	-2%	-3%	0%	-12%	-8%	-7%	0.1%	1
CC(C)n1c(Nc2ccccc2)nc2ccccc21	-1	758	7%	-5%	1%	-3.7%	-1%	11%	5.5%	1.1
CCOc1ccc(-n2nnc3c(=O)n(C/C=C/c4ccccc4)cnc32)cc1	-2	506	-3%	-1%	9%	-8.6%	-2%	-6%	-0.5%	1
COc1ccc(CSc2nc(CSC)cc(N3CCOCC3)n2)cc1	nt	nt	0%	-4%	-4%	-8.4%	-1%	12%	-2.2%	1.1
Cc1ccccc1NC(=O)CSc1nc2c(c(-c3ccco3)c1C#N)CCCC2	nt	nt	3%	27%	-2%	-5.3%	-6%	21%	-1.2%	1
Cc1ccc(OCC(=O)NN2C(=O)c3ccccc3C2=O)cc1	-8	725	4%	3%	5%	-4.6%	3%	2%	0.7%	1.2
CCOC(=O)c1cnc(-n2nc(C)cc2C)nc1-n1nc(C)cc1C	-13	782	6%	5%	2%	0.2%	11%	-17%	7.7%	1.1
O=C(c1ccc(-c2cccc(Cl)c2Cl)o1)N1CCOCC1	28	659	9%	-1%	4%	0.6%	5%	3%	0.0%	1.1
O=c1cc(NS(=O)(=O)c2ccccc2)nc(SCc2c(Cl)cccc2Cl)[nH]1	6	697	3%	8%	6%	6.9%	11%	16%	2.1%	1
CN(C)c1ccc(/C=N/NC(=O)C(O)c2ccc(Br)cc2)cc1 (stereo not given)	9	745	5%	0%	0%	-3.5%	4%	-1%	1.9%	1
O=C1C=C(c2ccccc2)OC(=O)C1C(=O)c1ccccc1 (stereo not given)	17&-8	731&702	3%&3%	-31%	20%&8%	-12%	-21%	27%&12%	-0.9%	1
O=C(Nc1ccc(Cl)cn1)C1CC1	8	658	-3%	-4%	9%	0.3%	-8%	-1%	-0.4%	1.1

The results go on:
SMILES	Lipid droplet	Lipid droplet cells 6.5 µM	P. falciparum M1AAP	PMI inhibition	Siah-1 displacement	XIAP antagonists	human PMI inhibition	M17LAP inhibition	K1F lysis inhibition	TNAP activation fold
CCOC(=O)N1CCN(Cc2nc(N)nc(Nc3ccc(Oc4ccccc4)cc3)n2)CC1	24	748	10%	-6%	5%	-4.6%	10%	0%	-0.4%	1.1
COc1cc2c(C(=O)NCc3ccc4c(c3)OCO4)cn(CC(C)C)c(=O)c2cc1OC	16	638	2%	12%	4%	-1.6%	12%	-11%	2.2%	1.1
CCOC(=O)c1c(/N=C/c2ccc(C)cc2O)sc2c1CCC2	10	682	4%	7%	1%	0.8%	12%	17%	-5.1%	0.9
CCC(=O)c1ccc(OCC(=O)c2ccc3c(c2)NC(=O)CO3)cc1	2	736	3%	nt	14%	nt	nt	-1%	0.3%[50 µM]	nt
COn1c(=O)c(-c2ccc(Cl)cc2)[n+]([O-])c2ccccc21	2	704	5%	1%	2%	-1.4%	3%	6%	4.7%	1.1
COc1cccc(-c2nc(N3CCC(C)CC3)c3ccccc3n2)c1O	nt	nt	2%	18%	0%	-2.3%	25%	6%	0.6%	1
COCc1cc(/C=N\NC(=O)COc2ccccc2)ccc1OC	9	630	1%	-3%	5%	-5.4%	-7%	13%	1.5%[50 µM]	1
Cc1cc(=O)oc2cc3c(cc12)OCCN3	nt	nt	33µM*	8%	6%	-1.5%	5%	-465%	-1.2%	1.2
COC(=O)/C(=C\Nc1ccc(Cl)cc1Cl)NC(=O)c1ccc(Cl)cc1Cl	10	803	-1%	7%	7%	-9.5%	22%	-6%	0.3%	1.1
CCCc1cc(=O)[nH]c(SCC(=O)NC2CCCCC2)n1	-13	764	-3%	2%	0%	0.4%	6%	-3%	-0.9%	1.1
CCn1c(C)nc2cc(C(=O)NNC(=S)Nc3ccccc3Cl)ccc21	15	661	-4%	10%	3%	-14%	17%	-4%	5.3%	2.4
CCOC(=O)c1sc(NC(=O)c2cccc(S(=O)(=O)N3CCc4ccccc43)c2)c(C#N)c1C	-19	649	2%	nt	-2%	nt	nt	-5%	-0.4%	nt
Cc1cc(OC(=O)c2ccccc2)c([N+](=O)[O-])c(=O)[nH]1	-14	709	0%	-22%	3%	-6.2%	-25%	7%	0.1%	1.1
O=C(Nc1ccccc1)Nc1nnc(Cc2ccc([N+](=O)[O-])cc2)s1	-3	689	14%	-12%	2%	-8.3%	-14%	5%	2.8%[50 µM]	1.1
COc1cc(NC(=O)Cn2c(-c3cncs3)nc3ccccc32)cc(OC)c1OC	nt	nt	6%	20%	0%	-7.9%	15%	4%	-0.5%	1.1
CCOC(=O)C1CCCN(C(=S)Nc2ccc(F)cc2)C1 (stereo not given)	0	674	0%	-7%	14%	1.1%	-3%	0%	1.7%	1.2
Cc1ccc(C)c(-n2c(SCC(=O)Nc3nonc3C)nnc2-c2ccoc2C)c1	nt	nt	9%	8%	0%	0.5%	2%	8%	-2.2%	1.1
COc1cccc(/C=N/NC(=O)COc2cccc3cccnc23)c1O	14	619	7%	-21%	2%	-3.8%	-14%	14%	0.3%	2.2
Cc1cc(C)cc(OCC(=O)Nc2cccc(C(=O)O)c2)c1	0	738	-4%	-8%	-2%	-5.2%	-5%	20%	4.5%	1.2
CC(C)C(C(=O)N1CCN(C(=O)OC(C)(C)C)CC1)n1cc(-c2cn([C@@H](C)C(=O)N3CCN(C(=O)OC(C)(C)C)CC3)nn2)nn1 (stereo not given in full)	-17	685	-2%	nt	2%	nt	nt	2%	nt	nt
Cc1ccc(OCC(=O)N(Cc2ccc(N(C)C)cc2)C2CCS(=O)(=O)C2)cc1 (stereo not given)	nt	nt	13%	17%	-1%	-2.6%	-4%	5%	-0.7%	1.1
CCn1c(Sc2ccc([N+](=O)[O-])cn2)nnc1-c1ccco1	-13	645	nt	-3%	10%	3.0%	-8%	nt	0.1%	1.1
COCCn1c(N)c(N(Cc2ccccc2)C(=O)Cc2ccccc2F)c(=O)[nH]c1=O	-19	739	3%	-4%	4%	0.9%	0%	3%	-0.2%	1.2
Cc1ccc(NC(=S)NN2CCN(C)CC2)c(C)c1	6	686	-1%	-5%	4%	-0.9%	-7%	0%	0.1%	1
CC(C)CC(=O)OCC(=O)Nc1ccccc1Sc1ccccc1	5	644	4%	5%	4%	7.7%	1%	13%	-0.1%	1.1

Further results follow:
SMILES	Lipid droplet	Lipid droplet cells 6.5 µM	P. falciparum M1AAP	PMI inhibition	Siah-1 displacement	XIAP antagonists	human PMI inhibition	M17LAP inhibition	K1F lysis inhibition	TNAP activation fold
CN1CCN(CC(=O)N(C)c2nc(-c3ccccc3)cs2)CC1	nt	nt	1%	-8%	0%	-5.4%	-23%	-2%	1.9%	1
N#Cc1ccc(NC(=O)COC(=O)C2=COCCO2)cc1	nt	nt	2%	5%	-4%	-5.0%	3%	1%	0.2%	1.1
Cc1c(C(=O)NCc2cccnc2)oc2ccc(S(=O)(=O)N3CCCCCC3)cc12	-8	688	6%	7%	4%	1.8%	18%	-18%	-0.5%	1.1
COC(=O)c1c(NC(=O)CC2Sc3ccc(C(F)(F)F)cc3NC2=O)sc(C)c1C (stereo not given)	-30	564	-4%	-16%	7%	-4.4%	-3%	5%	3.5%	1
COc1ccc2nc(SCC(=O)Nc3ccc(S(=O)(=O)Nc4nccc(C)n4)cc3)[nH]c2c1	nt	nt	19%	-10%	-5%	-2.7%	-3%	0%	-0.2%	1.1
CC(C)(C)NC(=O)CSc1nnc(CN2CCCCCC2=O)n1-c1ccccn1	nt	nt	11%	-6%	0%	-4.7%	-10%	18%	0.3%	1.1
O=C(CN1C(=O)NC2(CCCCCCC2)C1=O)NC1CCCc2ccccc21 (stereo not given)	-11	659	-3%	8%	6%	-5.0%	12%	-1%	10%	1.3
CC(=O)N/C(=C/c1ccc([N+](=O)[O-])cc1)C(=O)O	-7	716	3%	-6%	4%	-2.5%	1%	7%	0.5%	1.1
Cc1ncc(CO)c2c1OC(C)(C)OC2	nt	nt	2%	5%	-3%	-3.3%	2%	-3%	-0.2%	1.1
